CRFBP-R2 agonist: CRF-BP/CRF-R2 complex agonism | HEK293 CRF-R2/CRF-BP, calcium dye fluorescence (FLIPR); percent of saturating CRF peptide response | activation, % at 13.2 µM | 0.46% of 350,000 active;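 active = activation of at least 50%, plus an integration ratio under a set limit after plate pattern correction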;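 note: plate controls were neutral control wells without compound for no effect and CRF at EC100 for full effect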
CRFBP-R2 block: blocks CRF-induced signaling of the CRF-BP/CRF-R2 complex | 0.59% of 350,000 active | HEK293 CRF-R2/CRF-BP, CRF-induced calcium fluorescence | inhibition, % at 11.8 µM | AID 588475;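 active = inhibition of the ligand-induced calcium signal above about 50% at the single tested concentration, limit read from the data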
CHRM4 PAM: CHRM4 positive allosteric modulation; P08173; CHO-K1 hM4/Gqi5, Fluo-8 calcium fluorescence, ACh EC20; 0% = ACh EC20, 100% = maximal ACh; activation, % at 3 µM; 0.4% of 360,000 active;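 active = activation above its plate's cutoff, the mean activation of sample wells plus 3 SD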; note: some results filed as inactive read as strong as hits
Target sequence (P08173 whole entry, looked up): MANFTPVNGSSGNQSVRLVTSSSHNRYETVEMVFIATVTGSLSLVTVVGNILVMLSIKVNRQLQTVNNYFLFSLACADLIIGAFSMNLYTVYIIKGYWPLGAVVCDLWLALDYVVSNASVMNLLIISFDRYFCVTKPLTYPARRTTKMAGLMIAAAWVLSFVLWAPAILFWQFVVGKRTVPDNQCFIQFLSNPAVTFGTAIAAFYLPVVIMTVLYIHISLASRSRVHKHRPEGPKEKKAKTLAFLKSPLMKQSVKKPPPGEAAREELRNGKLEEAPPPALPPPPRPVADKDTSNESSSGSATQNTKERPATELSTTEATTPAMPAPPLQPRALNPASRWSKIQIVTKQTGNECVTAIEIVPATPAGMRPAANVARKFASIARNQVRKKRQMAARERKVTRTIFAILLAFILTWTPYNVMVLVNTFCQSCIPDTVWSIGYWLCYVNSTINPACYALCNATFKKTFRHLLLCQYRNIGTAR
CHRM4 antagonist: CHRM4 antagonism in calcium assay. CHO-hM4 cells, ACh EC80, Fluo-8 calcium fluorescence. inhibition, % at 3 µM. 0.73% of 360,000 active;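 active = inhibition above its plate's cutoff, the mean inhibition of sample wells plus 3 SD, cut at about 27% in these data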;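 note: 0% = acetylcholine EC80 with DMSO and 100% = DMSO without agonist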
CHRM4 agonist: agonists of human muscarinic M4 receptor (CHRM4) | CHO-K1 hM4/Gqi5, Fluo-8 calcium fluorescence; vehicle 0%, full acetylcholine response 100% | activation, % at 3 µM | 0.14% of 360,000 active | AID 624127;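 active = activation above the run mean over all test wells plus 3 SD, cut at about 32% in these data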;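 note: peak over basal fluorescence ratio per well then scaled between controls; 0% = DMSO wells and 100% = acetylcholine at EC100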
M1 PAM: potentiates human M1 receptor response to acetylcholine. P11229. CHO-K1 hM1, Fluo-8 calcium fluorescence, ACh EC20; 0% = ACh EC20, 100% = maximal ACh. activation, % at 3 µM. 0.088% of 360,000 active. AID 588819; in the data active = activation above about 19%, passing the limit was not always enough
M5 antag: blocks acetylcholine activation of human M5 receptor | AID 624040 | 0.59% of 360,000 active | P08912 | inhibition, % at 3 µM | CHO-hM5 cells, Fluo-8 calcium fluorescence, ACh EC80;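 active = inhibition above a per-plate cutoff, the mean of that plate's test compounds plus 3 SD, cut at about 27% in these data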;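 note: 0% = acetylcholine EC80 with DMSO and 100% = DMSO without agonist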
Target sequence (P08912 whole entry, looked up): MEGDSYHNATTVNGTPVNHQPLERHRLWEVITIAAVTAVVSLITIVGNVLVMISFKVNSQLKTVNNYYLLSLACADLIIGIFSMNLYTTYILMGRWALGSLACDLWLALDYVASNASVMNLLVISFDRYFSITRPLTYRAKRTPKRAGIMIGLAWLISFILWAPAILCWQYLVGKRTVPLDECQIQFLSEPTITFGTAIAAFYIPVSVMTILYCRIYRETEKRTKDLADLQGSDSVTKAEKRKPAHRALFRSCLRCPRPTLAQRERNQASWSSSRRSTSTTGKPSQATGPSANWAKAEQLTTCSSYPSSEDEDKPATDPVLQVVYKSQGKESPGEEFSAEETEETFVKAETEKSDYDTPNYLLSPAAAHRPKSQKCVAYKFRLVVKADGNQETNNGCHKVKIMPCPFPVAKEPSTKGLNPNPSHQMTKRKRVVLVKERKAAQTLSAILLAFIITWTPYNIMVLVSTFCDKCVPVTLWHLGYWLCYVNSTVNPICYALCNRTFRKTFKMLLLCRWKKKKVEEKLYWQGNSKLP
M5 ag: agonists of human muscarinic M5 receptor (CHRM5); activation, % at 3 µM; 0.19% of 360,000 active; P08912; AID 624037; CHO-K1 hM5 cells, Fluo-8 calcium fluorescence; 0% DMSO wells, 100% maximal acetylcholine response;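 active = activation above the run's mean over test compounds plus 3 SD, cut at about 23% in these data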;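 note: signal is peak over basal fluorescence ratio across the kinetic read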
CHRM5 PAM: CHRM5 positive allosteric modulation; P08912; activation, % at 3 µM; AID 624038; 0.3% of 360,000 active; CHO-K1 hM5, Fluo-8 calcium, ACh EC20 PAM; 0% = ACh EC20, 100% = ACh EC100;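 active = activation above the run cutoff, the mean activation of all test compounds plus 3 SD, cut at about 18% in these data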
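Replicates: One well per compound, no replicates | System: Human M5 receptor in CHO-K1 cells | Benchmarks: Low control EC20 acetylcholine (0%), high control EC100 acetylcholine (100%) | Probe or stimulus: Acetylcholine, EC20 level | Times: Fluo-8 loading 80 min at 37 °C plus 30 min room temperature | Signal: Intracellular calcium via Fluo-8 fluorescence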
Starred values were filed as active, the others as inactive; nt = no result given.

CRFBP-R2 agonist,CRFBP-R2 block,CHRM4 PAM,CHRM4 antagonist,CHRM4 agonist,M1 PAM,M5 antag,M5 ag,CHRM5 PAM,SMILES
-0.5,9,17,1,0,12,2,0,2,COc1ccc(NC(=O)COC(=O)c2cccc(S(=O)(=O)N3CCCCC3)c2)c(OC)c1
-0.3,-7,6,3,6,3,6,2,0,COc1ccccc1Cc1nc(-c2ccncc2)no1
-1.8,-5,2,1,1,3,-2,-4,0,CCN(CC(=O)NC(=O)NCc1ccccc1)Cc1ccccc1
-1.9,-4,-14,14,0,-23,6,-18,-16,Cn1c(-c2ccccc2)cnc1NCc1cccc([N+](=O)[O-])c1
-1.9,9,-1,-1,0,6,-1,-3,5,CCOC(=O)N1CCN(C(=O)CNC(=O)Cc2ccc(Cl)cc2)CC1
-3.3,12,3,-3,-1,13,7,1,0,CCCCOCC(O)CN1CCN(C(C)=O)CC1 (stereo not given)
-2.7,15,0,-8,0,12,-2,1,1,OCC12COC(c3ccccc3)N1C(c1ccccc1)OC2 (stereo not given)
-0.3,4,8,8,1,11,-1,0,0,Cc1coc(C)c1C(=O)CC1(O)C(=O)N(CCc2ccccc2)c2ccccc21 (stereo not given)
0.3,7,-13,6,1,6,9,1,-2,COC(=O)C(CC(=O)O)NCc1ccco1 (stereo not given)
6.5,-12,4,-5,3,2,7,4,4,N#C/C(=C\c1ccc(-c2ccc(C(=O)O)cc2)o1)C(=O)Nc1ccc(F)cc1
2.6,4,5,2,1,2,-3,7,12,COc1ccc(C2NC(=O)Cc3cc(OC)c(OC)cc32)cc1OC (stereo not given)
3.7,-3,-1,9,0,-1,11,-5,6,c1ccc(-c2nc(SCc3nc4ccccc4[nH]3)c3oc4ccccc4c3n2)cc1
-1.1,12,12,-3,1,13,-4,2,11,O=C(NNC1CC(=O)N(c2ccc(F)cc2)C1=O)c1cccnc1 (stereo not given)
0.7,-6,5,-6,0,12,1,1,4,CC1CN(C(=O)c2ccc(-c3cccc(C(F)(F)F)c3)o2)CC(C)O1 (stereo not given)
nt,nt,1,-11,5,6,-5,4,-4,COc1ccc(C(O)c2ncc(-c3ccccc3Cl)[nH]2)cc1F (stereo not given)
0.2,-11,8,-2,2,-1,4,-2,5,Cc1nc(N)nc(Cl)c1Cc1ccc(Cl)cc1
nt,nt,8,6,4,nt,-3,2,3,O=C1NC[C@@H](CCCCN2C[C@H](Cc3ccc(O)cc3)N(CCc3ccc(O)cc3)C(=O)C2=O)N(Cc2ccccc2)C1=O
0.0,-3,0,-2,2,1,11,3,1,COc1cc(OC)c(C(=O)OCC(=O)c2ccc3c(c2)NC(=O)CO3)cc1OC
2.8,6,-15,1,-1,7,2,-1,-3,CCN(c1ccccc1)S(=O)(=O)c1cc(C(=O)OC(C)C(=O)Nc2ccc3c(c2)OCCO3)ccc1C (stereo not given)
0.9,6,-6,3,-1,4,5,-1,-4,CC(SCC(=O)O)c1nc2ccccc2[nH]1 (stereo not given)
-2.1,-11,-1,12,0,-3,3,2,1,COCCn1c(N)c(N(Cc2ccccc2)C(=O)c2cc(=O)[nH]c3ccccc23)c(=O)[nH]c1=O
0.4,9,-2,3,10,-7,12,5,-18,CC(=O)Nc1ccc(S(=O)(=O)N(C)CC(=O)NCCOc2ccccc2)cc1
3.3,6,12,-4,1,12,-3,5,10,NC(=O)c1nc(-c2ccco2)nc2c1[nH]c(=O)n2-c1ccc(Cl)c(Cl)c1
-3.6,6,-1,-3,2,13,-6,2,6,O=C(NNc1nc2ccccc2s1)Nc1ccc(F)cc1
-1.1,-7,2,-10,-1,0,-3,-1,-5,Fc1ccc(-c2nc3ccc(Br)cn3c2Cc2ccccc2)cc1
0.4,1,8,8,1,0,11,-2,0,COc1ccc(S(=O)(=O)CCC(=O)Nc2c(C)n(C)n(-c3ccccc3)c2=O)cc1
0.2,-10,3,5,0,0,6,-3,0,O=C(NNC(=O)C1CCCO1)c1ccccc1Cl (stereo not given)
4.0,7,2,-4,-2,3,-2,-6,-1,Cn1c(SCc2ccccc2Cl)nc2ccccc21
0.8,2,2,2,2,4,-4,0,0,CCOC(=O)C1(CCCc2ccccc2)CCN(C(=O)C(C)n2cncn2)CC1 (stereo not given)
3.0,-14,-8,-7,14,3,8,2,-7,COc1ccc(-n2nc(C(=O)NCC(=O)N3CCCCCC3)c3ccccc3c2=O)cc1OC

Profiles as entered above:
Results for `O=C1NC[C@@H](CCCCN2C[C@H](Cc3ccc(O)cc3)N(CCc3ccc(O)cc3)C(=O)C2=O)N(Cc2ccccc2)C1=O` → CRFBP-R2 agonist: nt; CRFBP-R2 block: nt; CHRM4 PAM: 8; CHRM4 antagonist: 6; CHRM4 agonist: 4; M1 PAM: nt; M5 antag: -3; M5 ag: 2; CHRM5 PAM: 3
Results for `CCOC(=O)N1CCN(C(=O)CNC(=O)Cc2ccc(Cl)cc2)CC1` → CRFBP-R2 agonist: -1.9; CRFBP-R2 block: 9; CHRM4 PAM: -1; CHRM4 antagonist: -1; CHRM4 agonist: 0; M1 PAM: 6; M5 antag: -1; M5 ag: -3; CHRM5 PAM: 5

Next part:
CRFBP-R2 agonist,CRFBP-R2 block,CHRM4 PAM,CHRM4 antagonist,CHRM4 agonist,M1 PAM,M5 antag,M5 ag,CHRM5 PAM,SMILES
-1.7,-6,-9,-4,8,-1,11,4,-2,Fc1ccc(CSc2ccc3nnc(-c4ccccn4)n3n2)cc1
-3.1,5,-6,1,2,5,16,-5,-8,O=C(Nc1ccc([N+](=O)[O-])cc1)C1COc2ccccc2O1 (stereo not given)
0.5,4,2,-3,1,8,4,-1,2,COCCNC(=O)C1CCC(=O)N1S(=O)(=O)c1ccc(C)cc1 (stereo not given)
2.9,-4,6,-15,11,5,4,3,0,C[C@]12CC[C@H](O)CC1=CCC1C2CC[C@@]2(C)C1CC[C@@H]2NC(=O)[C@@H](N)Cc1ccccc1 (stereo not given in full)
-1.1,16,1,-5,0,9,-11,-2,1,Cc1ccc(S(=O)(=O)NNC(=O)CCCCC(=O)NNS(=O)(=O)c2ccc(C)cc2)cc1
0.4,-1,-4,5,2,9,8,0,-5,Cc1ccccc1NC(=O)CSc1ccc(-c2ccccn2)nn1
0.9,5,-5,2,1,11,8,0,5,COc1ccc(NC(=O)c2cccnc2)cc1
-4.5,19,4,-22,0,8,-10,-2,13,CCC(C(=O)NC1CCCCCC1)n1nc(C)n2c(cc3occc32)c1=O (stereo not given)
-0.7,10,0,-1,1,8,2,0,-3,Cn1ccsc1=NC(=O)c1ccccc1F
nt,nt,8,-7,1,17,8,-2,3,c1cnn2c(-c3ccc4c(c3)CCO4)cnc2c1
-1.2,1,5,9,1,-11,5,-2,-6,COCCCNC(=O)COc1ccc(S(=O)(=O)Nc2ccccc2)cc1
-2.1,-8,4,-4,1,10,-2,-3,-6,O=C(c1ccccc1)N1CCn2c1nc1ccccc12
-0.3,-10,-4,-5,1,8,6,1,-3,Cc1cccc(/N=C/C2=C(O)CC(C)(C)CC2=O)n1
0.8,-10,8,0,3,-1,18,-7,-3,Fc1cccc(CCN2CCNC[C@@H]2Cc2ccccc2)c1
43,84*,-22,12,13,-16,42*,1,-36,COc1ccc(-c2csc(NC(=O)c3ccccc3NS(=O)(=O)c3ccc(F)c(F)c3)n2)cc1
-1.3,-14,4,-3,6,-5,15,-2,-12,O=C(Cc1cccs1)N=Nc1c(O)[nH]c2ccccc12
1.4,12,-3,-2,0,5,4,-1,-2,Cc1ccc(-c2nnn(CC(=O)Nc3ccc(S(=O)(=O)N4CCC(C)CC4)cc3)n2)cc1
16,-48,9,-3,1,1,1,2,2,CC(=O)n1c(C=Nc2ccc(Cl)cc2)c(O)c2ccccc21
-1.1,2,4,-13,0,8,-5,-1,-1,CCCN(CCC)CCCNC(=O)CS(=O)Cc1nc(-c2ccc(OC)c(OC)c2)oc1C (stereo not given)
0.9,2,3,-1,1,10,2,1,2,COc1ccc(CN2C(=O)CSCC2=O)cc1OC
-0.8,29,6,-9,1,9,-1,-1,16,CC(=O)c1ccc(NC(=O)Nc2sc(NS(=O)(=O)c3ccccc3)nc2C)cc1
0.8,-12,-1,-1,-1,-6,10,-7,0,CCc1ccc(Nc2n[n+](-c3ccccc3)c(-c3cc(OC)c(OC)cc3Br)s2)cc1
-1.3,12,-2,6,0,4,8,-7,2,O=C(O)CSCc1nc2ccccc2s1
-0.2,22,0,-11,1,-1,-1,-1,-8,CCOC(=O)Nc1cc(C)ccc1OC
0.1,0,4,-5,4,10,-1,-1,-2,O=C(CSc1ccc(-c2cccnc2)nn1)Nc1ccccc1
-0.3,3,3,8,1,13,-2,3,0,CCN(C(=O)c1cc2cccc(OC)c2oc1=O)C1CCCCC1
-7.1,2,1,-2,1,20,-4,-2,5,O=C(COc1ccc(Br)cc1Br)NN1C(=O)c2ccccc2C1=O
1.8,-47,-1,2,2,10,4,3,-3,CCCCC(=O)N(Cc1nc2sc(C)c(C)c2c(=O)[nH]1)C1CCCC1
0.3,-17,5,-3,3,9,3,1,8,CCOc1cc(N2CCOCC2)c(OCC)cc1NC(=O)c1oc2ccccc2c1C
-1.6,-5,1,-6,0,16,-1,0,0,CN1C(=O)C2(CCCCC2)C1c1ccccc1 (stereo not given)

The last 2 entries of the part above open the next one.
CRFBP-R2 agonist,CRFBP-R2 block,CHRM4 PAM,CHRM4 antagonist,CHRM4 agonist,M1 PAM,M5 antag,M5 ag,CHRM5 PAM,SMILES
0.3,-17,5,-3,3,9,3,1,8,CCOc1cc(N2CCOCC2)c(OCC)cc1NC(=O)c1oc2ccccc2c1C
-1.6,-5,1,-6,0,16,-1,0,0,CN1C(=O)C2(CCCCC2)C1c1ccccc1 (stereo not given)
-1.9,27,-8,2,1,1,10,-5,-7,CCN1CCN(C(=S)c2ccc(-c3ccccc3)cc2)CC1
0.3,-47,-2,-22,2,1,16,-6,-16,O=C(N/N=C/C1C(c2ccccc2)C1(Cl)Cl)c1cccc(Cl)c1 (stereo not given)
-2.6,8,3,-3,4,3,0,0,0,Cc1cc(C)c(NC(=O)CCN2C(=O)c3ccccc3S2(=O)=O)c(C)c1
-0.1,5,-2,14,11,2,-1,7,2,C=CC[C@H](CC(=O)N(CCO)Cc1ccccc1)C(=O)N[C@H](COC(=O)[C@@H](CC=C)Cc1ccc(F)cc1)Cc1c[nH]c2ccccc12
-1.2,9,6,-11,0,11,-2,0,-1,CCOc1ccc2nc(N/C(N)=N/S(=O)(=O)c3ccc(C)cc3)nc(C)c2c1
2.1,-15,-14,14,0,-11,14,-19,-5,Cc1cc(C(C)(C)C)cc(C)c1Cn1c2[n+](c3ccc(C(F)(F)F)cc31)CCCCC2
-0.5,-4,-3,4,1,2,-6,-3,-2,Cc1ccc(C(=O)CSc2nnc(-c3ccncc3)n2C)cc1
3.3,-12,6,-13,2,-12,-3,-2,-1,CC(C)c1cc(C(=O)N(C)C2CCCN(Cc3ccccc3F)C2)n(C)n1 (stereo not given)
1.6,55*,3,0,2,7,8,1,-1,COc1ccc(NC(=O)C(=O)NCC(=O)Nc2cccc(C(F)(F)F)c2)cc1
-4.3,0,-1,-6,4,-1,-4,-2,-1,Cc1cccc(NS(=O)(=O)c2cc(C(=O)N3CCCCCC3)ccc2C)c1
-0.8,-1,0,-2,1,-6,-3,-11,-12,CN(CCO)Cc1csc2ccc(Br)cc12
0.2,-3,-2,3,0,-8,4,-3,0,COc1ccc(N2CCN(C(=O)c3cc4ccccc4o3)CC2)cc1
-12,-7,0,-7,6,-2,2,-1,-9,Cc1ccc(S(=O)(=O)Nc2cc(Cl)c(O)c3ncccc23)cc1
3.1,-12,0,2,1,5,1,3,3,Nc1nc(SCC(=O)Nc2cc(S(=O)(=O)N3CCOCC3)ccc2Cl)n[nH]1
